Screening data from PubChem BioAssay.
PostGolgi ctrl: inhibits growth of the yeast control strain | efflux-deficient yeast background strain, growth absorbance A615, 16 h | actives 5% (n = 98,000) | inhibition, % at 10 µM
CYP2C19 inh: human CYP2C19 inhibition | P33261 | CYP2C19 Supersomes, luciferin-H EGE luminescence, 30 min | inhibition, % at 5 µM | actives 21% (n = 96,000) | AID 778;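 active = CYP2C19 inhibition above a set limit at 5 µM in the primary screen, cut at about 50% in these data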;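 note: plate controls were negative control wells for no effect and 2.5 mM tranylcypromine positive control for full effect; values of inactives mirror those of a sister screen read the other way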
Target sequence (P33261 whole entry, looked up): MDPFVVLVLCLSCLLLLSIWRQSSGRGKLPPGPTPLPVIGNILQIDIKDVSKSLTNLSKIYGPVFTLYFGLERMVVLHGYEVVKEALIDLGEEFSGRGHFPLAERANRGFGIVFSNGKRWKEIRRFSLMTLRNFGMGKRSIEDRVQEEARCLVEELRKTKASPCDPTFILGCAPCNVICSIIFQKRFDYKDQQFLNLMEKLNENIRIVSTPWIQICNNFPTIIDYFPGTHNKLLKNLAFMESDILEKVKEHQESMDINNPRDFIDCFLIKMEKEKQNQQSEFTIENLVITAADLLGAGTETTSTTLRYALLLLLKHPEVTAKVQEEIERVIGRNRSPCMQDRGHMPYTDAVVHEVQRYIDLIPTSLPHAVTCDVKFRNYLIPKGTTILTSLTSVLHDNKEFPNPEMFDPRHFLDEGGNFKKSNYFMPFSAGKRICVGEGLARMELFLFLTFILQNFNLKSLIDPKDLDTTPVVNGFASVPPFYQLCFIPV
CYP2C19 activ: activators of human cytochrome P450 2C19 | activation factor at 5 µM | recombinant CYP2C19, luciferin-H EGE luminescence; hits give high values; 0 = fully inhibited enzyme, 1 = untreated enzyme | P33261 | 96,000 tested, under 10 active;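 active = activation factor of at least 2 at 5 µM in the primary screen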;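 note: 0 = wells with 2.5 mM tranylcypromine and 1 = vehicle-only wells; values of inactives mirror those of a sister screen read the other way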
PostGolgi yeast: growth inhibition of a yeast mutant, post-Golgi transport screen; post-Golgi transport phenotypic cell assay; inhibition, % at 10 µM; actives 0.9% (n = 98,000); AID 739;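 note: yeast cells grown in 1536-well plates; yeast grown about 18 h at 30C before absorbance read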
* = called active by the depositor; / = no result given. Cut-off read from the data, not from the text of the source, unless noted: active = inhibition above about 30%; inactive = the rest. A portion of the library; rates above refer to the full screens.

[1] Cc1nc(NCCN)c(C#N)c2c1COC(C)(C)C2
[2] CCOc1ccc(OCC)c(NC(=O)CN2CCN(c3ccc(C)cc3C)CC2)c1
[3] COc1ccc(CNc2nc(-c3cccnc3)nn2C(=O)c2cccs2)cc1
[4] O=C(NCCN1CCOCC1)c1cc(-c2ccco2)on1
[5] O=C(NCc1cccnc1)c1cccc2c1C(=O)N(C1CCCCC1)C2
[6] CCOC(=O)N1CCN(C(=O)c2cn(CC)c3cc(N4CCN(C)CC4)c(F)cc3c2=O)CC1

| Compound | 1 | 2 | 3 | 4 | 5 | 6 |
| --- | --- | --- | --- | --- | --- | --- |
| CYP2C19 activ | / | / | / | / | / | / |
| CYP2C19 inh | / | / | / | / | / | / |
| PostGolgi yeast | -1 | -4 | -3 | -1 | -7 | 5 |
| PostGolgi ctrl | -2 | 21 | 40* | -8 | 4 | 2 |

[7] Cc1cccc(-n2ncc3c(NCc4ccco4)ncnc32)c1
[8] Cc1ccc(-n2nc(C(=O)NCc3ccco3)c3c4ccccc4n(C)c3c2=O)cc1
[9] Cc1cc(NC(=O)CSc2nnc(Cn3c(=O)sc4ccccc43)n2-c2ccccc2C)no1
[10] COc1ccc(NC(=O)CSc2nnc(Cn3c(=O)sc4ccccc43)n2C)c(OC)c1
[11] Cc1ccccc1Cn1c(CN2CCN(c3ccc(F)cc3)CC2)nc2c1c(=O)n(C)c(=O)n2C
[12] Cc1nc2cc(-c3cccc(Cl)c3)nn2c(N2CCN(C(=O)c3ccco3)CC2)c1C

| Compound | 7 | 8 | 9 | 10 | 11 | 12 |
| --- | --- | --- | --- | --- | --- | --- |
| CYP2C19 activ | / | / | / | / | / | 0.3 |
| CYP2C19 inh | / | / | / | / | / | 73* |
| PostGolgi yeast | -11 | -5 | 5 | 8 | 6 | / |
| PostGolgi ctrl | 8 | 3 | 2 | 2 | 22 | / |

[13] CCCn1c(=O)c2ccccc2n2c(SCC(=O)c3ccc(F)cc3)nnc12
[14] Cn1c(=O)c2c(nc(Oc3ccccn3)n2C)n(C)c1=O
[15] COc1ccc(NC(=O)Cc2nn(C)c(=O)c3ccccc23)c2ncccc12
[16] O=C(c1ccc2nc(N3CCCCC3)sc2c1)N1CCN(c2ccccn2)CC1
[17] O=c1c2ccccc2oc2nc(-c3ccco3)n(CCc3ccccc3)c(=O)c12
[18] Clc1ccc(-c2nn3c(-c4cccc(Cl)c4)nnc3s2)cc1

| Compound | 13 | 14 | 15 | 16 | 17 | 18 |
| --- | --- | --- | --- | --- | --- | --- |
| CYP2C19 activ | 0.9 | 1.1 | 1 | 0.6 | 1 | 0.4 |
| CYP2C19 inh | 12 | -7 | 4 | 43 | 4 | 60* |
| PostGolgi yeast | / | / | / | / | / | / |
| PostGolgi ctrl | / | / | / | / | / | / |

No new results follow: an excerpt of the list.
[16] O=C(c1ccc2nc(N3CCCCC3)sc2c1)N1CCN(c2ccccn2)CC1
[17] O=c1c2ccccc2oc2nc(-c3ccco3)n(CCc3ccccc3)c(=O)c12
[18] Clc1ccc(-c2nn3c(-c4cccc(Cl)c4)nnc3s2)cc1

| Compound | 16 | 17 | 18 |
| --- | --- | --- | --- |
| CYP2C19 activ | 0.6 | 1 | 0.4 |
| CYP2C19 inh | 43 | 4 | 60* |
| PostGolgi yeast | / | / | / |
| PostGolgi ctrl | / | / | / |

Look-ups from the entries so far:
Reading of cpd 3 in PostGolgi ctrl: 40*
Reading of cpd 12 in CYP2C19 activ: 0.3
Reading of cpd 7 in PostGolgi yeast: -11

The results go on.
[19] CCn1cc(C(=O)O)c(=O)c2cnc(N3CCN(C(=O)Nc4cccc5ccccc45)CC3)nc21
[20] CN(C)CCCN1C(=O)C(=O)/C(=C(/O)c2ccccc2)C1c1ccccn1 (stereo unspecified)
[21] CCn1c(=N)c(C(=O)NCc2cccnc2)cc2c(=O)n3cccc(C)c3nc21
[22] CCn1c(=N)c(C(=O)NC)cc2c(=O)n3cccc(C)c3nc21
[23] O=c1n(Cc2ccccc2Cl)c2sc3c(c2c2ncnn12)CCCC3
[24] O=C1C(=O)N(CCCn2ccnc2)C(c2ccccn2)/C1=C(/O)c1ccccc1 (stereo unspecified)

| Compound | 19 | 20 | 21 | 22 | 23 | 24 |
| --- | --- | --- | --- | --- | --- | --- |
| CYP2C19 activ | 1 | 1 | 1.2 | 1 | 0.9 | 0.9 |
| CYP2C19 inh | 4 | 0 | -16 | 4 | 12 | 8 |
| PostGolgi yeast | / | / | / | / | / | / |
| PostGolgi ctrl | / | / | / | / | / | / |

[25] CCn1c(SCc2nnc(-c3ccccc3)o2)nc2c1c(=O)n(C)c(=O)n2C
[26] O=C(c1ccc(S(=O)(=O)N2CCC(c3nc4ccccc4s3)CC2)cc1)N1CCOCC1
[27] COc1nc2cc(C)ccc2cc1-c1noc(-c2cccnc2)n1
[28] Cc1nnc(SCC(=O)c2c(N)n(C)c(=O)n(C)c2=O)[nH]c1=O
[29] COc1ccc(N2CCCn3c2nc2c3c(=O)n(Cc3ccccc3F)c(=O)n2C)cc1
[30] Cc1nnc2c3cnn(-c4ccc(Cl)cc4)c3ncn12

| Compound | 25 | 26 | 27 | 28 | 29 | 30 |
| --- | --- | --- | --- | --- | --- | --- |
| CYP2C19 activ | 0.9 | 1.1 | 0.7 | 1.2 | 1 | 0.9 |
| CYP2C19 inh | 10 | -9 | 32 | -16 | 4 | 9 |
| PostGolgi yeast | / | / | / | / | / | / |
| PostGolgi ctrl | / | / | / | / | / | / |

[31] COc1ccc(-c2nc(C#N)c(N3CCN(c4cccc(Cl)c4)CC3)o2)cc1OC
[32] COc1ccc(CCN(Cc2cc3cc4c(cc3[nH]c2=O)OCO4)C(C)=O)cc1OC
[33] Cn1c(=O)n(CCN2CCOCC2)c(=O)c2c1nc1n2CCN1c1ccc(Oc2ccccc2)cc1
[34] N#CC(c1nc2ccccc2nc1N1CCCCC1)S(=O)(=O)c1ccc(Cl)cc1 (stereo unspecified)
[35] Cc1ccnc(NC(=O)c2c(O)c3ccccc3n(C)c2=O)c1
[36] COc1ccc(C(=O)Cn2c(N3CCOCC3)nc3ccccc32)cc1OC

| Compound | 31 | 32 | 33 | 34 | 35 | 36 |
| --- | --- | --- | --- | --- | --- | --- |
| CYP2C19 activ | 0.7 | 0.8 | 0.9 | 0.9 | 0.8 | 1.2 |
| CYP2C19 inh | 32 | 23 | 12 | 7 | 22 | -16 |
| PostGolgi yeast | / | / | / | / | / | / |
| PostGolgi ctrl | / | / | / | / | / | / |

[37] CN(C)S(=O)(=O)c1ccc(N2CCCC2)c(C(=O)Nc2ccccc2N2CCOCC2)c1
[38] COc1ccc(N2CCN(Cc3cc(=O)oc4c3ccc3ccccc34)CC2)cc1
[39] CCOC(=O)N1CCN(Cc2nc3c(c(=O)n(C)c(=O)n3C)n2Cc2cc(C)ccc2C)CC1
[40] O=C1CC(c2ccc(F)cc2)Cc2nc(N3CCc4ccccc43)ncc21 (stereo unspecified)
[41] COc1cc(OC)c(-c2nn3c(-c4ccncc4)nnc3s2)cc1OC
[42] Cc1ccc2nc(NC3=NCN(Cc4ccccc4)CN3)nc(C)c2c1

| Compound | 37 | 38 | 39 | 40 | 41 | 42 |
| --- | --- | --- | --- | --- | --- | --- |
| CYP2C19 activ | 0.7 | 0.7 | 0.7 | 1.2 | 0.9 | 1.2 |
| CYP2C19 inh | 34 | 26 | 27 | -18 | 13 | -18 |
| PostGolgi yeast | / | / | / | / | / | / |
| PostGolgi ctrl | / | / | / | / | / | / |

CYP2C19 inh, hit marks shown above
entry	SMILES	CYP2C19 activ	CYP2C19 inh	PostGolgi ctrl
12	Cc1nc2cc(-c3cccc(Cl)c3)nn2c(N2CCN(C(=O)c3ccco3)CC2)c1C	0.3	73*	/
18	Clc1ccc(-c2nn3c(-c4cccc(Cl)c4)nnc3s2)cc1	0.4	60*	/

Further structures follow:
[43] Cc1ccc(NC2=NC(c3ccco3)n3c(nc(C)cc3=O)N2)c(C)c1 (stereo unspecified)
[44] CCCn1c(SCC(=O)Nc2nnc(CC)s2)nc2c1c(=O)n(C)c(=O)n2C
[45] Cc1cc(NC(=O)CN2CC3CC(C2)c2cccc(=O)n2C3)nc2c1c(=O)oc1ccccc12 (stereo unspecified)
[46] Cc1nc2cc(-c3ccc(F)cc3)nn2c(N2CCOCC2)c1C
[47] CCOC(=O)c1sc(NC(=O)C2CCCO2)c(C(=O)OCC)c1C (stereo unspecified)
[48] O=c1[nH]c(CN2CCN(Cc3ccc4c(c3)OCO4)CC2)nc2sc3c(c12)CCC3

| Compound | 43 | 44 | 45 | 46 | 47 | 48 |
| --- | --- | --- | --- | --- | --- | --- |
| CYP2C19 activ | 0.8 | 1 | 0.9 | 0.9 | 0.9 | 0.9 |
| CYP2C19 inh | 22 | 1 | 9 | 5 | 6 | 10 |
| PostGolgi yeast | / | / | / | / | / | / |
| PostGolgi ctrl | / | / | / | / | / | / |

Random excerpt: four entries already listed
[6] CCOC(=O)N1CCN(C(=O)c2cn(CC)c3cc(N4CCN(C)CC4)c(F)cc3c2=O)CC1
[41] COc1cc(OC)c(-c2nn3c(-c4ccncc4)nnc3s2)cc1OC
[22] CCn1c(=N)c(C(=O)NC)cc2c(=O)n3cccc(C)c3nc21
[35] Cc1ccnc(NC(=O)c2c(O)c3ccccc3n(C)c2=O)c1

| Compound | 6 | 41 | 22 | 35 |
| --- | --- | --- | --- | --- |
| CYP2C19 activ | / | 0.9 | 1 | 0.8 |
| CYP2C19 inh | / | 13 | 4 | 22 |
| PostGolgi yeast | 5 | / | / | / |
| PostGolgi ctrl | 2 | / | / | / |

(more compounds)
[49] Cc1nc2ccc(NC(=O)Cn3cnc4c3c(=O)n(C)c(=O)n4C)cc2s1
[50] CCN(CC)CCCN1C(=O)C(=O)/C(=C(/O)c2ccc3c(c2)CC(C)O3)C1c1cccnc1 (stereo unspecified)
[51] Cc1nc(NC2=NCN(CCc3ccccc3)CN2)nc2ccccc12
[52] CCOc1ncccc1C(=O)OCC(=O)Nc1cc(C(=O)OC)ccc1C(=O)OC
[53] Cn1c(=O)c2c(nc(Br)n2Cc2c(F)cccc2Cl)n(C)c1=O
[54] CCn1c(SCC(=O)c2cc(OC)ccc2OC)nc2c1c(=O)n(C)c(=O)n2C

| Compound | 49 | 50 | 51 | 52 | 53 | 54 |
| --- | --- | --- | --- | --- | --- | --- |
| CYP2C19 activ | 1 | 1.1 | 1.2 | 1 | 0.8 | 0.9 |
| CYP2C19 inh | 1 | -6 | -19 | -2 | 20 | 11 |
| PostGolgi yeast | / | / | / | / | / | / |
| PostGolgi ctrl | / | / | / | / | / | / |

[55] Clc1ccc(-c2nnc3sc(-c4ccco4)nn23)c(Cl)c1
[56] CSc1nnc2n(C3CCCCC3)c(=O)c3c4c(sc3n12)CCCC4
[57] CCc1c(C)nc2ncnn2c1N1CCC(C(=O)N2CCN(c3ccccc3)CC2)CC1
[58] CCCCn1c2nc3ccccc3nc2c2c(=N)oc(C)nc21
[59] O=S(=O)(c1ccc(S(=O)(=O)N2CCN(C3CCCCC3)CC2)cc1)N1CCCCCC1
[60] CC(C)CCn1c(=O)c2ccccc2n2c(COC(=O)c3ccc(S(=O)(=O)N(C)C)cc3)nnc12
[61] Cn1c(=O)c2cnc(N3CCOCC3)nc2n(C)c1=O
[62] Cc1cc(NC(=O)c2cc3nc4c(c(C(F)(F)F)n3n2)CCc2ccccc2-4)no1
[63] O=c1c2c3nc4ccccc4nc3n(-c3ccc4c(c3)OCCO4)c2ncn1CC1CCCO1 (stereo unspecified)

| Compound | 55 | 56 | 57 | 58 | 59 | 60 | 61 | 62 | 63 |
| --- | --- | --- | --- | --- | --- | --- | --- | --- | --- |
| CYP2C19 activ | 1 | 0.8 | 0.8 | 0.7 | 1 | 1 | 1 | 0.9 | 1.2 |
| CYP2C19 inh | -2 | 24 | 19 | 30 | -4 | 4 | 0 | 7 | -18 |
| PostGolgi yeast | / | / | / | / | / | / | / | / | / |
| PostGolgi ctrl | / | / | / | / | / | / | / | / | / |
